# Assay outcomes as filed in PubChem.
# TR SRC2 fluor cs: alters Texas Red total fluorescence, flagging assay interference. AID 1479. 280,000 compounds, 0.29% hits. Potency, µM (doses to about 106 µM), without a hit: at the highest dose fluorescence change, negative = quenching. TRb/SRC2 Texas Red total fluorescence interference; active = well fitted curve in either direction with a large enough effect; inconclusive = small, poorly fitted or top-dose-only effect
#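 Flags fluorescent or light-absorbing compounds by total fluorescence, S + 2P, at 555 nm excitation and 632 nm emission. Mixture: 20 nM Texas Red SRC2 peptide, 0.6 uM human TRb LBD, 1 uM T3, 5% DMSO; compound exposure 5 h at ambient temperature.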
# ALDH1A1 block: inhibitors of human aldehyde dehydrogenase 1A1 | P00352 | Purified ALDH1A1, NADH fluorescence, propionaldehyde substrate | 220,000 compounds, 7.3% hits | Potency, µM (series often up to 75.3 µM), inactives show at the highest dose activity, negative = inhibition, hits mostly inhibitors | AID 1030; active = well fitted inhibition curve with a large enough effect, not every such curve was filed as active; inconclusive = small, poorly fitted or top-dose-only effect, or another doubt; inactive = no such curve, though single readings can be large or run the other way;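 also: plate controls were no enzyme wells and a reference inhibitor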
# Tau fluor cs: counter-screen for tau fibril formation inhibitors | tau K18 P301L Alexa594 fluorescence, heparin fibrillization | Potency, µM (top dose mostly 57.7 µM), for the others: at the highest dose activity change, negative = decrease | 280,000 compounds, 0.93% hits; also: nearly all actives have a fitted effect of over 55% in size
#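 Human K18 P301L tau (15 uM unlabeled plus 0.24 uM Alexa 594-labeled, final) in 100 mM sodium acetate pH 7 was mixed with compound and 20 uM heparin and incubated 6 hr at 37 C.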
# TRb SRC2 PPI: TRbeta-SRC2 interaction inhibition. Potency, µM (doses to about 106 µM), for the others: at the top dose activity change, negative = inhibition, usual class: inhibitors. TRbeta-SRC2 peptide binding, fluorescence polarization; receptor liganded with 1 µM T3. AID 1469. P10828. 280,000 compounds, 0.065% hits;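 also: plate controls were bound peptide for no effect and peptide without receptor for full effect; nearly all actives have a fitted effect of over 50% in size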
#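 Binding of a 20-amino-acid Texas Red SRC2 peptide (20 nM) to TRb ligand-binding domain (0.6 uM) with agonist T3 at 1 uM was followed by fluorescence polarization after a 5 hr room-temperature incubation.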
# Tau fibril FP: inhibitors of human tau fibril formation; AID 1468; K18 P301L tau heparin fibrillization, Alexa594 FP, 6 h; 280,000 compounds, 0.39% hits; P10636; Potency, µM (series often up to 57.7 µM), for the others: at the highest dose activity, negative = inhibition, actives largely listed as inhibitors; also: nearly all actives have a fitted effect of over 55% in size
# Target sequence (P10636 561-689 P618L limits assumed): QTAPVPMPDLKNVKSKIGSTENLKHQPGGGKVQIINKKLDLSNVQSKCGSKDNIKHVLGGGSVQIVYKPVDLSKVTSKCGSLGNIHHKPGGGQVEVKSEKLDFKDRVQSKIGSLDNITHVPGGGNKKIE
#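 K18 P301L tau (15 uM unlabeled/0.24 uM Alexa 594-labeled, final) + compound + heparin 20 uM final; 100 mM NaOAc pH 7; 6 hr 37 C; ThT 30 uM final added, 1 hr RT; FP ex 555/em 632 nm.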
# L3MBTL1 block: L3MBTL1 (human) inhibition | Q9Y468 | AlphaScreen L3MBTL1–H3K9me1 peptide binding | Potency, µM (doses to about 57.1 µM), for the others: at the highest dose activity, negative = inhibition, usual class: inhibitors | 230,000 compounds, 0.66% hits; also: nearly all actives have a fitted effect of over 60% in size
# Target sequence (Q9Y468 whole entry, looked up): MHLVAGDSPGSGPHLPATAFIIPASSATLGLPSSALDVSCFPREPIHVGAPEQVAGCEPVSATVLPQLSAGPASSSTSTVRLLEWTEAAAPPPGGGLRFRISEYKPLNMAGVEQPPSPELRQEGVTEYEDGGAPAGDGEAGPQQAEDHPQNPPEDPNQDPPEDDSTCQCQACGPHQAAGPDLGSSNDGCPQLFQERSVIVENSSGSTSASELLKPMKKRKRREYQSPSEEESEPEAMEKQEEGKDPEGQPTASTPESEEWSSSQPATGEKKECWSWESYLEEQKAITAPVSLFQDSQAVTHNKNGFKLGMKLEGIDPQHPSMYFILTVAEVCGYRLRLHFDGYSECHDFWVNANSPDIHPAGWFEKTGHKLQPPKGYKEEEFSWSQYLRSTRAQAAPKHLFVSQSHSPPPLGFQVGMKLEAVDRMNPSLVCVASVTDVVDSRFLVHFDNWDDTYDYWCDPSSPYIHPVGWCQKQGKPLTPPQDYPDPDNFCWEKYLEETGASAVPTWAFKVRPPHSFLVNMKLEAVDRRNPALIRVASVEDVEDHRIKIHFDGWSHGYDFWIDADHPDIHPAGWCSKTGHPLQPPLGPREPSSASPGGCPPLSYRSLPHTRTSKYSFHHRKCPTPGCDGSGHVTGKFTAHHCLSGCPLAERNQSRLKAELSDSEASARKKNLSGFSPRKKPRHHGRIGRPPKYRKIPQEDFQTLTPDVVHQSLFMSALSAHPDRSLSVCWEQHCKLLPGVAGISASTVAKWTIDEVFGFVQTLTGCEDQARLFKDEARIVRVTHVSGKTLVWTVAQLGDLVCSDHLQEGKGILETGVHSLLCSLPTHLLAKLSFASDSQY
#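 Displacement of a biotinylated histone H3(1-15) peptide monomethylated at Lys9 (75 nM) from L3MBTL1 (50 nM) was measured by AlphaScreen after a 30 min room-temperature compound incubation; cefsulodin titration served as intraplate control.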
# aGal spleen mod: alpha-galactosidase A (human) modulation; P06280; human spleen homogenate, 4MU-alpha-Gal fluorescence, 40 min; Potency, µM (top dose mostly 80 µM), without a hit: top-dose activity change, negative = inhibition, usual class: inhibitors; 240,000 compounds, 0.008% hits; AID 2107;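 also: 0% = enzyme with vehicle and -100% = no enzyme basal signal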
#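 Human spleen homogenate (1 ug) as enzyme source, 4-methylumbelliferyl-alpha-D-galactopyranoside 1 mM final, citrate/phosphate pH 5.0 with 0.01% Tween-20. Compounds 40 min at 37C, NaOH/glycine stop; fluorescence Ex 365/Em 440, Hill-fit AC50.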
# Tau fibril ThT: tau fibrillization inhibition (ThT binding); P10636; recombinant tau K18 P301L (four-repeat tau fragment), heparin-induced fibrillization, ThT fluorescence; Potency, µM (top dose mostly 57.4 µM), for the others: top-dose activity, negative = inhibition, usual class: inhibitors; 270,000 compounds, 2.1% hits; also: nearly all actives have a fitted effect of over 55% in size
#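 In this qHTS, human K18 P301L tau is incubated with compound and heparin for 6 hr at 37 C, and Thioflavin T fluorescence then reports fibril load.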
# * hit, by the source's call; ? = inconclusive; . = not tested or not shown; [ ] = remark or other dose. Unless noted, calls follow the shape of the dose curve; as a rule, active = well fitted curve in the direction sought with a large enough effect; inconclusive = small, poorly fitted or top-dose-only effect, or another doubt; inactive = no such curve, though single readings can be large; an effect the other way counts as inactive or inconclusive. Unless noted, % is scaled to controls: 0 for no effect and ±100 for the full control effect; potency is read from the fitted curve at half-maximal effect. Random draw from the library; about 8.5% have a hit in one of these screens.
SMILES,TR SRC2 fluor cs,ALDH1A1 block,Tau fluor cs,TRb SRC2 PPI,Tau fibril FP,L3MBTL1 block,aGal spleen mod,Tau fibril ThT
O=C(Cn1nnc(-c2ccc(C(F)(F)F)cc2)n1)NCCc1ccccc1,4%,.,-5%,-6%,7%,.,.,3%
CC(C)N1C(=O)CN(C2CCCCCC2)C(=O)C1c1ccccc1F (stereo unspecified),-2%,?,-8%,-11%,9%,4%,1%,-6%
CCOC(=O)c1c(C)c(C(=O)Nc2cc(F)ccc2F)c(C)n1C,-4%,-6%,-15%,0%,-5%,-5%,1%,-13%
CCN(CC)C(=O)c1cccc2nc3ccccc3nc12,-3%,.,-4%,-6%,-4%,1%,1%,-1%
O=C(O)CCC(=O)N1CCc2cc(S(=O)(=O)Nc3ccc4c(c3)OCCO4)ccc21,0%,7%,-7%,1%,5%,.,3%,-17%
CN(CCO)c1ccc([N+](=O)[O-])cc1C(=O)O,-3%,22µM*,-6%,-6%,0%,17%,-5%,-10%
COc1ccc(-c2nc3sc(CCNC(=O)C(=O)Nc4cc(C)cc(C)c4)c(C)n3n2)cc1,0%,.,-6%,-8%,4%,.,.,?
CC(C)(C)OC(=O)CNC(=O)c1[nH]cnc1C(=O)Nc1ccc(Cl)cc1,-2%,.,?,-3%,25µM*,.,-5%,?
COc1ccc(-c2nnc(SCC(=O)/C(C#N)=C(\C)N)o2)cc1,-3%,8%,-7%,-3%,10%,-8%,9%,?
COc1cc(OC)c(-c2nn3c(-c4cccnc4)nnc3s2)cc1OC,-1%,54%[activator],2%,-4%,0%,-2%,?,-2%
N#CC1=C(N)OC2=C(C(=O)CC(c3ccccc3)C2)C1c1ccc2c(c1)OCO2 (stereo unspecified),-8%,11µM*,?,4%,-9%,-5%,-1%,-17%
Cc1csc2cc(-c3cccc([N+](=O)[O-])c3)c(-c3cccc([N+](=O)[O-])c3)c[n+]12,1%,2%,-4%,-3%,5%,4%,-1%,-2%
COc1ccc(NC(=O)C(NS(=O)(=O)c2cccc3nsnc23)C(C)C)cc1 (stereo unspecified),-5%,.,-3%,4%,2%,.,.,4%
Cc1ccnc(NS(=O)(=O)c2cccc([N+](=O)[O-])c2)c1,-1%,.,9%,7%,?,.,4%,-2%
CN1CCCc2cc(C=O)ccc21,2%,0.2µM*,-11%,-18%,?,-2%,6%,?
CCOc1cccc(-c2nnc3sc(-c4cccs4)nn23)c1,-1%,-5%,-7%,-1%,-10%,0%,8%,-15%
CCOc1ccccc1NC(=O)Cn1ccn(Cc2ccc(C)cc2)c(=O)c1=O,2%,.,-17%,-14%,?,.,.,-11%
CCOC(=O)c1ccc(NC(=S)N2CCCC2)cc1,3%,-15%,-12%,-3%,-13%,-14%,4%,-12%
CCOC(=O)CCCn1c(C)nc(=O)c(-c2ccccc2)c1C,-4%,1%,7%,0%,5%,6%,0%,9%
COC(=O)c1ccc(C(NC(=O)c2ccco2)[C@]2(C)C[C@H]2C2CCCCC2)cc1 (stereo partly specified),-1%,3.5µM*,-12%,-7%,-1%,.,3%,?
CCOC(=O)c1ccc(-c2nnc(-c3ccc(Cl)cc3Cl)o2)cc1,-4%,10%,-3%,-6%,-9%,7%,-2%,?
O=C(/C=C/c1ccccc1)NNC(=O)c1cccnc1,2%,30%[activator],5%,1%,7%,-6%,5%,-6%
COc1ccc2c(Cl)c(C(=O)NCC3CCCO3)sc2c1Cl (stereo unspecified),-2%,2%,-10%,-3%,?,3%,3%,-12%
C=C(CC(=O)OC)C[C@]1(CC(=O)OC)CC2(CC=C(C)C)C(=O)C(C(=O)c3ccccc3)=C(OC(=O)c3ccc(Br)cc3)C(CC=C(C)C)(C1)C2=O (stereo partly specified),-2%[11.2 µM],2%[13.5 µM],-13%[11.6 µM],7%[11.2 µM],0%[11.6 µM],.,9%[17.5 µM],-14%[11.5 µM]
Cc1ccc(S(C)(=O)=NC(=O)NC(=O)c2c(Cl)cccc2Cl)cc1 (stereo unspecified),-1%,7%,-7%,-7%,-4%,1%,0%,-5%
COc1cccc(/C=C/C(=O)N2CCN(c3n[nH]c(=O)[nH]c3=O)CC2)c1OC,-3%,0%,-2%,-3%,-3%,.,-1%,0%
O=Cc1[nH]c2ccccc2c1N(C(=O)CCl)c1ccccc1,0%,.,-27%,1%,?,-11%,5%,32µM*
CC1(C)CC(=O)C(C(c2cccc([N+](=O)[O-])c2)C2C(=O)CC(C)(C)CC2=O)C(=O)C1,-2%,-6%,-20%,3%,-5%,-13%,1%,?
CN(C)c1oc(-c2ccc(OCc3ccccc3)cc2)nc1C#N,-2%,?,?,7%,13%,?,2%,?
Cn1c(=O)cc(SCC(=O)N2CCN(C(=O)c3ccco3)CC2)c2ccccc21,-3%,?,22%,-9%,7%,1%[11.4 µM],-1%,2%
CC1CCCCC1NC(=O)CSc1nnc(CNC(=O)c2ccccc2)n1C (stereo unspecified),-1%,2%,-4%,0%,-5%,1%,-13%,-1%
CC(=O)Nc1ccc(S(=O)(=O)Nc2nc3ccccc3nc2Nc2ccc(N)cc2)cc1,-6%,.,?,-2%,?,.,9%,?
C/C(=N\NC(=O)c1cc(-c2cccnc2)nc2ccccc12)c1ccc(O)cc1O,-1%,?,?,-1%,20%,-2%,11%,7.9µM*
CCC(C)(C)n1nnnc1C(c1cc2ccc(C)cc2[nH]c1=O)N(Cc1cccnc1)Cc1ccco1 (stereo unspecified),-3%,?,-12%,-19%,-14%,-3%,-5%,?
COCCN1C(=O)Cc2c1nc(N)c1c(N)nc(N3CCN(c4ccc(F)cc4)CC3)c(C#N)c21,-1%,5%,-24%,3%,-1%,-23%,-2%,?
COc1ccccc1N1CCN(C(=O)c2cc(C)oc2C)CC1,-6%,?,-11%,-3%,-13%,.,-1%,?
O=C(C[n+]1ccccc1)Nc1ccccc1C(=O)O,-1%,9%,-2%,-3%,-3%,.,3%,-8%
Cc1ccc(Cl)cc1N1CCN(C(=O)C2CCN(Cc3nc(-c4cccc(Cl)c4)oc3C)CC2)CC1,-21%,.,-17%,-2%,-4%,.,.,?
NS(=O)(=O)c1ccc(-n2nc(C(=O)O)cc2-c2ccc(Cl)cc2)cc1,0%,13%,2%,-1%,-3%,11%,7%,-5%
CC1CCC2(CC1)SCC(=O)N2c1ccccc1 (stereo unspecified),-3%,-10%,2%,-2%,9%,5%,1%,-1%
O=C(Cc1ccc(-n2c(=O)[nH]c3ccccc3c2=O)cc1)N1CCN(c2cccc(Cl)c2)CC1,-4%,-5%,-19%,6%,-7%,-4%,4%,?
CCCN(CCC)C(=O)c1c(C)[nH]c(C(=O)OCC)c1C,-2%,14%,-10%,3%,-8%,9%,2%,-4%
CC1=CC2=NC(=O)/C(=C/c3cccs3)C(=N)N2O1,-2%,.,-14%,0%,?,-2%,0%,-17%
O=C(c1ccc(Br)o1)N1CCN=C1SCc1cccnc1,0%,-2%,-10%,-2%,-5%,.,-2%,-19%
COCCOC(=O)c1c(C)n(C)c2ccc(OC(=O)c3ccco3)cc12,-3%,-2%,-12%,-4%,-2%,.,1%,-8%
Cc1ccc(C2c3c(oc4ccccc4c3=O)C(=O)N2c2nnc(C(C)C)s2)o1 (stereo unspecified),0%,?,3%,-4%,-4%,1%,-2%,-6%
COc1cc(-c2nc(-c3ccc4c(c3)[nH]c(=O)n4C)no2)cc(OC)c1OC,1%,.,-4%,0%,-5%,.,.,-3%
CSCCc1nc(SCC(=O)Nc2nnc(C)s2)[nH]c1C,3%,3%,2%,-1%,1%,.,6%,-1%
CNC(=O)COC(=O)CCC(=O)c1cccs1,-6%,2%,5%,-8%,-6%,0%,-1%,7%
Cc1c(C(=O)N(Cc2cccc(F)c2)C2CCS(=O)(=O)C2)oc2cc(Br)ccc12 (stereo unspecified),-15%,.,-26%,-8%,1%,.,.,-14%
C=CCN1C(=O)C(O)(CC(=O)c2ccc(N)cc2)c2ccccc21 (stereo unspecified),-4%,5.6µM*,2%,3%,1%,2%,3%,-7%
CN(CCc1ccccn1)C(=O)CCC1CCCN(C(=O)NC2CCCCC2)C1 (stereo unspecified),0%,-2%,-6%,2%,-4%,7%,0%,-14%
Cc1cc(N2CCCC2=O)cc(C)c1S(=O)(=O)NCCOc1ccccc1,-5%,-2%,-1%,0%,-4%,2%[11.4 µM],-2%,3%
Cc1ccc(NC(=S)NC(=O)c2c(-c3ccccc3Cl)noc2C)cc1,-5%,7.9µM*,-26%,-2%,-11%,-8%,2%,-8%
COC(=O)c1ccc(Oc2c(Cl)cccc2[N+](=O)[O-])cc1,0%,4%,?,6%,8%,-17%,5%,-11%
O=C(CSCc1ccc(Cl)cc1)N/N=C/c1ccc(Cl)cc1Cl,1%,-2%,-19%,0%,-12%,8%,5%,-6%
CC(=O)OC[C@@H]1O[C@H](C/C=N\O[C@@H](C)c2cc(-c3c(C)cc(C)cc3C)no2)C=C[C@@H]1OC(C)=O,0%[11.2 µM],-4%[13.5 µM],-8%[11.6 µM],-3%[11.2 µM],2%[11.6 µM],.,5%[17.5 µM],-6%[11.5 µM]
COc1ccc(-n2nc(C(=O)NCC(=O)NCc3ccco3)c3ccccc3c2=O)cc1,2%,-2%,-12%,-4%,-11%,1%,1%,-9%
COc1ccc(S(=O)(=O)NCc2ccccn2)cc1,-3%,4%,-7%,-2%,-4%,.,-3%,1%

# 4 compounds already listed, ordered by SMILES length, descending.
SMILES,TR SRC2 fluor cs,ALDH1A1 block,Tau fluor cs,TRb SRC2 PPI,Tau fibril FP,L3MBTL1 block,aGal spleen mod,Tau fibril ThT
CC(=O)OC[C@@H]1O[C@H](C/C=N\O[C@@H](C)c2cc(-c3c(C)cc(C)cc3C)no2)C=C[C@@H]1OC(C)=O,0%[11.2 µM],-4%[13.5 µM],-8%[11.6 µM],-3%[11.2 µM],2%[11.6 µM],.,5%[17.5 µM],-6%[11.5 µM]
COc1ccc(-n2nc(C(=O)NCC(=O)NCc3ccco3)c3ccccc3c2=O)cc1,2%,-2%,-12%,-4%,-11%,1%,1%,-9%
C=CCN1C(=O)C(O)(CC(=O)c2ccc(N)cc2)c2ccccc21 (stereo unspecified),-4%,5.6µM*,2%,3%,1%,2%,3%,-7%
CNC(=O)COC(=O)CCC(=O)c1cccs1,-6%,2%,5%,-8%,-6%,0%,-1%,7%
